# P. falciparum M17LAP – P. falciparum M17LAP inhibitors, primary screen, biochemical, fluorogenic H-Leu-NHMec substrate, 1536-well (AID 1619); recombinant M17LAP, H-Leu-NHMec fluorogenic kinetic assay; higher % means a stronger effect; inhibition, % at 30 µM, or IC50 in µM where a hit was titrated; actives 0.38% (n = 220,000);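 active means compound inhibiting the enzyme by more than half at any dose during confirmatory dose-response retesting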;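 further: plate controls were full reaction with DMSO carrier for no effect and no enzyme background for full effect; strong numbers were not always called active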
# Hep lipid drop – hepatic lipid droplet formation modulation; AML12 mouse hepatocytes, oleate lipid droplets, BODIPY imaging; inhibition, % at 6.5 µM; actives 0.4% (n = 240,000);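 active means lipid droplet intensity inhibited by at least 50%, with more than 500 cells counted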
#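 Material – AML12 mouse liver cells · Also added – oleate loading, 100 µM · Compound dosing – 6.5 µM single-point dosing · Times – overnight treatment with compound plus oleate · Measured by – fluorescence imaging, 20x objective, two fields per well · Read-out – percent inhibition of filter-corrected integrated lipid droplet intensity per well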
# LYP phosphatase – PTPN22 lymphoid phosphatase activity blockers – biochemical, fluorescence intensity, uHTS (AID 1779); recombinant LYP phosphatase, fluorescence intensity; higher % means a stronger effect; inhibition, % at 11.5 µM, or IC50 in µM where a hit was titrated; actives 0.054% (n = 290,000);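 further: plate controls were vehicle with enzyme for no effect and no enzyme for full effect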
# AID2073 – inhibitors of Mint1-CaV2.2 protein interaction, biochemical, HTRF (AID 2073); one-dose inhibition, % at 20 µM; IC50 in µM for titrated hits; HTRF protein-protein interaction, Mint1-CaV2.2; higher % means a stronger effect; actives 0.19% (n = 290,000); in the data active means inhibition mostly above about 51%, no sharp cut-off; further: some results filed as inactive read as strong as hits
# HEK293 NOD2/NF-kB – NOD2 signaling inhibitors, cell-based, luminescence, uHTS, HEK293 (AID 1566); HEK293 NOD2/NF-kB luciferase reporter, luminescence; higher % means a stronger effect; inhibition, % at 4 µM, or EC50 in µM where a hit was titrated; actives 0.63% (n = 290,000); further: many of its hits are not listed in these tables
# Siah-1 displacement – blockers of Siah-1 interaction with plectin peptide – biochemical, fluorescence polarization, rhodamine-plectin, uHTS, primary screen (AID 1817) | Siah-1 / rhodamine-plectin peptide fluorescence polarization; higher % means a stronger effect | displacement, % at 20 µM, or IC50 in µM where a hit was titrated | actives 0.02% (n = 290,000);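 active means displacement of at least 50% at 20 µM, with a fluorescence ratio check between 0.3 and a set limit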;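 further: plate controls were Siah plus tracer with DMSO for no effect and tracer alone without Siah for full effect; strong numbers were not always called active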
# M1AAP inhibition – P. falciparum M1AAP inhibitors, biochemical, fluorogenic H-Leu-NHMec substrate, 1536-well (AID 1445). actives 0.42% (n = 220,000). recombinant M1AAP, H-Leu-NHMec fluorogenic kinetic assay; higher % means a stronger effect. inhibition, % at 30 µM, or IC50 in µM where a hit was titrated;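 active means primary inhibition above the hit cutoff, then over 50% inhibition at one or more dose response concentrations, cut at about 23% in these data, passing the limit was not always enough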;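 further: plate controls were DMSO full reaction for no effect and no enzyme background for full effect; strong numbers were not always called active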
# XIAP antagonists – XIAP antagonists, biochemical, IAP family, fluorescence polarization (AID 1018) | XIAP BIR domain, fluorescence polarization peptide displacement; higher % means a stronger effect | actives 0.007% (n = 200,000) | one-dose displacement, % at 20 µM; IC50 in µM for titrated hits; in the data active means displacement above about 50%; further: a part of the inactive calls stands beside numbers as strong as those of hits
# ER stress rescue – protection against thapsigargin-triggered cell killing – 384-well, CSM14.1, ATP luminescence, primary screen (AID 1222). CSM14.1 thapsigargin-induced death rescue, ATP luminescence; higher % means a stronger effect. one-dose cellular ATP content (survival), % at 20 µM; EC50 in µM for titrated hits. 190,000 tested, under 10 active;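 active means EC50 below 50 µM in the dose-response confirmation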;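 further: death triggered by thapsigargin at about 15 µM added after 2 h compound pretreatment; cell ATP read after overnight thapsigargin exposure of roughly 18 to 22 hours; normalized against plate controls of thapsigargin alone and 5% DMSO vehicle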
# Hep lipid drop cells 6.5 µM – also measured in Hep lipid drop; calls as there; cell count; measured here: cell count, cytotoxicity flag;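 cells counted across two imaged fields per well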
# * = called active by the depositor; i = inactive; x = no result given. Unless noted, no stated cut-off is given here; in the data, active means inhibition above about 50%; inactive means the rest. A portion of the library. The share of hits here may be higher or lower than overall.
SMILES,P. falciparum M17LAP,Hep lipid drop,Hep lipid drop cells 6.5 µM,LYP phosphatase,AID2073,HEK293 NOD2/NF-kB,Siah-1 displacement,M1AAP inhibition,XIAP antagonists,ER stress rescue
CCn1c(=O)c(C(C)=O)nc2ccccc21,3%,x,x,-3%,0%,8%,0%,13%,-0.5%,-2.1%
S=c1[nH]nc(Cc2cccc3ccccc23)n1-c1ccccc1,2%,-2,740,-5%,-20%,-1%,i,4%,-7.1%,1.6%
CCn1c(SCC(=O)N2CCOCC2)nnc1-c1ccco1,x,16,779,-10%,5%,-1%,6%,x,x,x
CCCCNS(=O)(=O)c1ccc(NC(=O)c2c(-c3ccccc3Cl)noc2C)cc1,8%,11,831,3%,2%,-15%,2%,5%,-6.1%,1.9%
CCOC(=O)c1c[nH]c2c(C(=O)c3ccccc3)cc(Cl)cc2c1=O,x,7,733,-2%,15%,7%,-1%,x,x,x
Cc1cccc(Nc2nnc(SCC3CCCCO3)s2)c1C (stereo not drawn),13%,5,677,-6%,2%,-18%,-1%,-8%,-6.2%,-4.2%
COC(=O)Cn1c(C)nc2ccccc21,2%,-3,767,-2%,1%,2%,1%,-6%,-8.8%,-2.1%
O=c1c2ccccc2ncn1-c1ccc(Br)cc1[N+](=O)[O-],x,15,832,-1%,11%,-10%,-1%,x,x,x
COc1cccc(NC(=O)CN2C(=O)C(c3ccc(C)cc3)=NC23CCCCCC3)c1,7%,-3,635,6%,5%,2%,7%,7%,2.2%,0.7%
CN1N=C(C(=O)N2CCc3c([nH]c4ccccc34)C2c2ccccc2Cl)CCC1=O (stereo not drawn),5%,-16,668,1%,16%,-50%,0%,0%,-7.1%,1.3%
Cn1c(=O)c2c(nc(Oc3ccc(-c4ccccc4)cc3)n2C)n(C)c1=O,-10%,-29,664,1%,30%,35%,-4%,5%,-7.2%,-1.6%
CCOc1ccc(N2C(=O)CC(Cc3cc(C)cc(C)c3)C2=O)cc1 (stereo not drawn),x,12,790,-6%,-4%,8%,1%,x,x,x
COc1ccc(CC(=O)NCc2nnc(SCc3ccc([N+](=O)[O-])cc3)n2C)cc1,-3%,-17,666,-6%,0%,12%,-2%,-3%,-3.3%,0.6%
CCOc1ccccc1N1CCN(CC(=O)Nc2ncc(C)s2)CC1,x,28,806,-6%,2%,12%,12%,x,x,x
Cc1ccc(/C=C2/SC(=O)N(CC(=O)N3CCOCC3)C2=O)s1,5%,1,700,7%,18%,4%,-1%,7%,-1.2%,-1.6%
CCOc1ccccc1NC(=O)C1CCCCN1S(=O)(=O)c1ccc(F)cc1 (stereo not drawn),-3%,-32,755,-7%,-1%,1%,-4%,7%,-8.0%,-2.6%
COC(=O)C1=C(N)Oc2cc(C)[nH]c(=O)c2C1c1ccncc1 (stereo not drawn),4%,x,x,1%,-2%,6%,3%,-3%,-4.6%,-0.7%
CCN(CC)CCOc1cc2c(nn1)Oc1ccccc1N2C,-11%,x,x,-5%,30%,0%,7%,3%,9.8%,0.2%
Fc1cccc2sc(Nc3nc4cc5c(cc4s3)OCCO5)nc12,-52%,-11,728,3%,-10%,-43%,-9%,-1%,-5.1%,-1.5%
O=C(CN1C(=O)C2CC=CCC2C1=O)Nc1nnc(SCc2ccc(F)cc2)s1 (stereo not drawn),39%,x,x,-1%,6%,-1%,-5%,15%,-5.7%,-2.7%
COc1ccc(C(=O)c2ccc(OC)c(OC)c2)cc1,24%,x,x,0%,1%,-9%,-1%,2%,-5.8%,1.3%
Cc1ccc(NC(=S)NCC2CCCO2)c(OC(F)F)c1 (stereo not drawn),14%,1,703,-5%,-6%,0%,2%,3%,-9.2%,-0.1%
Cc1[nH]c2ccccc2c1CCC(N)=O,4%,x,x,-12%,4%,5%,3%,4%,0.9%,1.9%
CCS(=O)(=O)c1ccc2oc(SCC(=O)NCCc3ccccc3)nc2c1,12%,6,665,3%,-4%,0%,1%,6%,-0.4%,0.4%
CCN=c1scc(C)n1/N=C/c1ccc(O)c(O)c1O,82µM*,x,x,0%,7%,-6%,40%,18%,-0.3%,-2.6%

# A second format for 4 compounds above:
compound | P. falciparum M17LAP | Hep lipid drop | Hep lipid drop cells 6.5 µM | LYP phosphatase | AID2073 | HEK293 NOD2/NF-kB | Siah-1 displacement | M1AAP inhibition | XIAP antagonists | ER stress rescue
CCOc1ccccc1N1CCN(CC(=O)Nc2ncc(C)s2)CC1 | x | 28 | 806 | -6% | 2% | 12% | 12% | x | x | x
O=C(CN1C(=O)C2CC=CCC2C1=O)Nc1nnc(SCc2ccc(F)cc2)s1 (stereo not drawn) | 39% | x | x | -1% | 6% | -1% | -5% | 15% | -5.7% | -2.7%
Fc1cccc2sc(Nc3nc4cc5c(cc4s3)OCCO5)nc12 | -52% | -11 | 728 | 3% | -10% | -43% | -9% | -1% | -5.1% | -1.5%
CCn1c(=O)c(C(C)=O)nc2ccccc21 | 3% | x | x | -3% | 0% | 8% | 0% | 13% | -0.5% | -2.1%

# Next part
SMILES,P. falciparum M17LAP,Hep lipid drop,Hep lipid drop cells 6.5 µM,LYP phosphatase,AID2073,HEK293 NOD2/NF-kB,Siah-1 displacement,M1AAP inhibition,XIAP antagonists,ER stress rescue
O=C(CSc1nc(N2CCCCC2)nc(N2CCCCC2)n1)N1CCN(c2ccccc2)CC1,0%,x,x,5%,1%,5%,0%,11%,1.5%,1.3%
Cc1cc(C(=O)NN=C(Cc2ccccc2)Cc2ccccc2)c(C)o1,9%,-15,680,-9%,2%,6%,10%,11%,-0.2%,0.8%
CC(C)CNC(=O)c1nc(-c2ccccc2)n(-c2ccccc2)n1,5%,x,x,-7%,10%,1%,0%,-7%,2.7%,-0.6%
O=C(Nc1cccc(Cl)c1)c1cccnn1,x,-1,879,-6%,-2%,-18%,-1%,x,x,x
COc1ccc(NS(=O)(=O)c2cn(C)cn2)cc1OC,x,6,738,-10%,15%,-5%,1%,x,x,x
Cc1cccc2cc(C#N)c(SCC(=O)NCc3cccs3)nc12,1%,5,769,-4%,14%,7%,0%,14%,-3.2%,0.5%
Cc1cccc(NC(=O)Cn2c(=O)oc3cc(S(=O)(=O)N4CCCC4)ccc32)n1,x,0,738,-13%,10%,8%,2%,x,x,x
CC(C)(C)c1cc(CNC2CS(=O)(=O)C[C@@H]2O)cc(C(C)(C)C)c1O (stereo partly drawn),5%,x,x,-7%,7%,17%,1%,0%,-13%,4.1%
CCc1ccc2nc(NC(=O)c3cc(C)on3)sc2c1,11%,x,x,-12%,0%,-96%,-4%,2%,-3.5%,-1.3%
CN(C)c1ccc(/C=C/C#N)cc1,10%,1,707,-2%,-7%,-1%,12%,11%,x,x
O=C(NCc1ccccc1Cl)c1ccncc1,x,-6,853,-9%,2%,-1%,2%,x,x,x
Nc1ccc(S(=O)(=O)c2ccccc2)nc1,x,-15,789,-7%,12%,7%,3%,x,x,x
CC(C)(C)n1nc(C2CC2)cc1NC(=O)Nc1ccc(Cl)cc1,-7%,10,721,-9%,5%,-12%,7%,7%,x,x
Cc1cccc(/C(N)=N/OC(=O)C23CC4CC(CC(C4)C2)C3)c1,-1%,10,751,-8%,0%,-10%,5%,-2%,-2.7%,-7.9%
Cc1ccc(C23CC4CC(CC(NC(=O)N5CCN(C)CC5)(C4)C2)C3)cc1,-13%,-8,779,-10%,18%,8%,1%,-3%,1.3%,-0.2%
O=C(O)/C=C/C(=O)NCCCc1ccccc1,-4%,-2,732,-11%,-11%,0%,-1%,-6%,4.3%,-2.0%
Cc1ccc(Oc2nnc(-c3cccs3)c3ccccc23)cc1C,-20%,-25,616,4%,-4%,14%,5%,6%,-9.3%,-0.4%
O=C(Nc1ccccc1)c1ccc(NCCc2ccccc2)c([N+](=O)[O-])c1,-6%,-7,700,-4%,8%,-7%,1%,2%,-4.0%,-0.3%
Cc1cc(C)c(S(=O)(=O)Nc2ccc(O)cc2)cc1C,5%,x,x,-4%,-5%,18%,9%,2%,-2.7%,-0.9%
CC(C)c1ccc(C2C(C#N)=C(N)N3C(=C2C#N)Sc2ccccc23)cc1 (stereo not drawn),-11%,x,x,-6%,18%,0%,-3%,2%,-4.6%,1.3%
COc1ccc(C2CC(=O)c3cnc(N4CCc5ccccc54)nc3C2)c(OC)c1 (stereo not drawn),-6%,3,676,-13%,19%,2%,-2%,0%,7.8%,-1.8%
Cn1c(NC(=O)c2ccccc2F)cc(=O)n(C)c1=O,1%,x,x,-12%,-2%,-3%,0%,-3%,-2.3%,0.6%
O=C(CSCc1c(Cl)cccc1Cl)NN=C1CCCC1,2%,11,674,-3%,-4%,5%,-5%,1%,-14%,-1.1%
O=C(Cc1ccc(Nc2nc3ccc(Br)cc3[nH]2)cc1)NCCc1cccs1,6%,4,622,-5%,-4%,11%,-2%,-3%,-10%,-2.4%
COC(=O)c1ccccc1N=Nc1c(N)n[nH]c1N,12%,10,699,-10%,-15%,10%,-5%,10%,x,x

# Going on with the list.
SMILES,P. falciparum M17LAP,Hep lipid drop,Hep lipid drop cells 6.5 µM,LYP phosphatase,AID2073,HEK293 NOD2/NF-kB,Siah-1 displacement,M1AAP inhibition,XIAP antagonists,ER stress rescue
COC(=O)c1c(NC(=O)c2c(-c3ccccc3Cl)noc2C)sc2c1CCC2,4%,-18,788,-2%,49%,-12%,-2%,5%,-11%,-1.0%
Clc1ccc(/C=N/Nc2nc(Cl)nc3ccccc23)cc1,3%,x,x,0%,8%,6%,0%,4%,-0.3%,-2.5%
COc1ccc(/C=C/c2nc3ccccc3n2Cc2ccc(OC)c(OC)c2)cc1,3%,1,663,-10%,6%,-132%,-6%,16%,-3.0%,-5.7%
CCC(CC)C(=O)N1CCN(Cc2ccc3c(c2)OCO3)CC1,-1%,5,812,-2%,-3%,1%,3%,0%,-5.8%,-5.0%
COc1ccc(-c2cc(C(F)(F)F)nc(SCC(=O)N(C)Cc3cnn(C)c3C)n2)cc1OC,-22%,-1,675,-4%,0%,9%,3%,3%,-28%,2.4%
O=C(c1ccco1)N1CCN(Cc2nnnn2CC2CCCO2)CC1 (stereo not drawn),x,-4,711,-11%,2%,19%,-2%,x,-2.7%,1.1%
COc1cc(/C=C(\C#N)c2nc3ccccc3s2)cc([N+](=O)[O-])c1O,36%,18,649,8%,40%,18%,30%,11µM*,-1.0%,-2.4%
CCOc1ccc(C(=O)NCCC(=O)N2CCC3(CC2)NCCc2[nH]cnc23)cc1OCC,x,26,756,-11%,6%,9%,3%,x,x,x
COc1ccccc1N1CCN(C(=O)CCCCCn2c(=O)[nH]c3ccsc3c2=O)CC1,-11%,9,688,-1%,-1%,3%,6%,9%,-0.7%,-0.4%
COc1ccc(C(=O)OC(C)C(=O)NC(C)CCc2ccccc2)cc1[N+](=O)[O-] (stereo not drawn),x,68*,768*,-6%,-4%,23%,0%,x,x,x
O=C(COC(=O)[C@@H]1CC(O)CN1S(=O)(=O)c1ccc2c(c1)OCCO2)NCc1ccc(F)cc1 (stereo partly drawn),0%,-2,668,2%,-7%,6%,1%,-1%,-3.6%,-0.2%
